Rev-erbA mod = modulators of human Rev-erb alpha DNA binding; P20393; Rev-erbα–FITC-DNA binding, fluorescence polarization, 90 min; activity, % at 10 µM; actives 0.79% (n = 370,000); AID 1259318;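 active means activity above about 14%, limit read from the data; passing the limit was not always enough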;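 further: 0% = DMSO wells with 35 nM protein and 100% = DMSO wells with 750 nM protein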
SMARCA2 act = increases SMARCA2 function in MMTV reporter cells; activation, % at 9.1 µM; actives 1% (n = 370,000); MG213 cells, MMTV-luciferase reporter, dexamethasone, overnight; in the data active means activation above about 7.8%;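 further: 0% = vehicle wells and 100% = reference activator wells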
GC-B act = GC-B (human) receptor activation; P20594; HEK293-GC-B cells, CNP EC30, cGMP TR-FRET; 0% at EC30 CNP, 100% saturating CNP; activation, % at 10 µM; actives 0.11% (n = 370,000); AID 1920062;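 active means activation at 10 µM reaching about 35% in either raw or pattern-adjusted values, limit read from the data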
rCAG RNA binder = molecules binding r(CAG) RNA repeats; actives 1.3% (n = 370,000); r(CAG) RNA repeat, TO-PRO-1 dye displacement fluorescence; inhibition, % at 3 µM;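 active means inhibition above the plate cutoff, the mean of all test compounds on that plate plus 3 SD, cut at about 35% in these data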;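 further: 0% = DMSO alone and 100% = 100 µM mitoxantrone as full dye displacement; higher means more dye released from RNA so lower well fluorescence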
PG9 Ab binder = binds the HIV-1 gp120 antibody PG9. inhibition, % at 6.7 µM. TR-FRET gp120-PG9 antibody binding. actives 0.43% (n = 360,000); in the data active means inhibition above about 8.5%
NPR1 activator = GC-A (human) enzyme activation. P16066. HEK293 GC-A cells, cGMP TR-FRET, EC30 ANP; 0% at EC30 ANP, 100% saturating ANP. activation, % at 10 µM. actives 0.14% (n = 370,000). AID 1671463; in the data active means activation above about 40%
Target sequence (P16066 whole entry, looked up): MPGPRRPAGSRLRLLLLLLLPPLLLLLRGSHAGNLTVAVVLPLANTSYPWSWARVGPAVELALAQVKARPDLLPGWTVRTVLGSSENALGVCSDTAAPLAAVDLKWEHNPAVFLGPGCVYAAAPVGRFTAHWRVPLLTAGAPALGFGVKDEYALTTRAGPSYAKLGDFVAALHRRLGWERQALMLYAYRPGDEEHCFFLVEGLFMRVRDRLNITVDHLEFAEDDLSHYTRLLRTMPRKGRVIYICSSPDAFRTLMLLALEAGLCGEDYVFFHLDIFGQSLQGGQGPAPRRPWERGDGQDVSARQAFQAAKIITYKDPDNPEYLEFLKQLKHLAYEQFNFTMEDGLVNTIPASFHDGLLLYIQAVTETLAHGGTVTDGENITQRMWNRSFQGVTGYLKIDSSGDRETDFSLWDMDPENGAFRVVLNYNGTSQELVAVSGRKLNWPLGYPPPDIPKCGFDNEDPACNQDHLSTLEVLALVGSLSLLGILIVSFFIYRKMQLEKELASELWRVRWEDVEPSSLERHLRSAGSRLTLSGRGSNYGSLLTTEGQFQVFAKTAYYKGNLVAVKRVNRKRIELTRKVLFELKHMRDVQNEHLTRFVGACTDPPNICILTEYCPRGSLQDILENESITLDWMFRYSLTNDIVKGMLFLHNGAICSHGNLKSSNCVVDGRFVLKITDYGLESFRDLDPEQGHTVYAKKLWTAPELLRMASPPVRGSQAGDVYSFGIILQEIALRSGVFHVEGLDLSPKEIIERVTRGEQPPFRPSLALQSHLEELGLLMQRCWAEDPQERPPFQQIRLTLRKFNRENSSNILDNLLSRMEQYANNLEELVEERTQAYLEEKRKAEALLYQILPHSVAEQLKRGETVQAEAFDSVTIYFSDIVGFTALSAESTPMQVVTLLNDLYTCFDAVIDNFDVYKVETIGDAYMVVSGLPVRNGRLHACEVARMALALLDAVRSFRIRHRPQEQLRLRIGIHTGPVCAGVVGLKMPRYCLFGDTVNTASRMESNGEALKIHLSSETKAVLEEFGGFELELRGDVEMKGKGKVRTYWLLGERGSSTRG
HTRA1 inhibitor = inhibitors of human serine peptidase HTRA1. recombinant HTRA1, FP-rhodamine activity-based probe, fluorescence polarization. inhibition, % at 5.96 µM. actives 0.5% (n = 340,000). AID 504803; in the data active means inhibition above about 36%;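 further: 0% = enzyme with DMSO and 100% = wells lacking enzyme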
ARFGAP1 inhibitor = inhibitors of rat ARFGAP1; Arfgap1-stimulated ARF1 GTP hydrolysis, GDP FP detection; actives 0.26% (n = 360,000); inhibition, % at 16.5 µM; Q62848;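 active means inhibition above a per-plate limit, mean inhibition of low control wells plus 3 SD, cut at about 25% in these data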;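 further: 0% = DMSO wells with enzyme and 100% = wells lacking Arfgap1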
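Material: rat Arfgap1 GAP domain (His6, aa 1-136), purified enzyme. Also added: human ARF1(Δ1-17)-GTP substrate. Compound dosing: 16.5 µM single point, 1.26% DMSO. Timing: enzyme reaction 120 min at 25 °C after 20 min preincubation. Signal: GDP detection by fluorescence polarization. Read-out basis: percent inhibition of GAP-stimulated GDP formation, scaled between DMSO and no-Arfgap1 medians.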
ASAP1 GAP inh = ASAP1 ArfGAP inhibition; ASAP1-stimulated ARF1 GTP hydrolysis, GDP FP detection; Q9ULH1; actives 0.19% (n = 360,000); AID 624377; inhibition, % at 16.5 µM; in the data active means inhibition above about 25%;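 further: 0% = vehicle with enzyme and substrate and 100% = no enzyme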
mABHD4 FP = ABHD4 (mouse) inhibition, primary FP screen; purified mABHD4, FP-Rh probe fluorescence polarization; inhibition, % at 8.92 µM; actives 0.54% (n = 370,000); Q8VD66;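 active means inhibition exceeding the mean over every tested compound plus 3 SD, cut at about 30% in these data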;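 further: 0% = plate median of compound wells and 100% = S159A mutant with DMSO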
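assay system = mABHD4 protein | compound dosing = single nominal dose of 8.92 µM, 0.89% DMSO final | read-out basis = percent inhibition of probe binding, normalized to plate controls | schedule = Enzyme–compound pre-incubation 45 min, then probe 60 min, both 25 °C | detection = fluorescence polarization, excitation 525 nm, emission 598 nm, BODIPY TMR filters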
* = called active by the depositor; / = no result given.

1: O=C1c2cccc3c([N+](=O)[O-])ccc(c23)C(=O)N1c1ccccn1
2: CCN(CC)c1nc(SCCOC(=O)Nc2ccccc2)nc(N(CC)CC)n1
3: CCn1nnnc1SCC(=O)N1CCCCC1
4: Cc1c(NC(=S)NC(=O)c2sc3ccccc3c2Cl)cccc1C(=O)O
5: COc1ccc(-c2nn3c(-c4n[nH]c5c4CCC5)nnc3s2)cc1
6: COc1ccccc1-c1ccc(NC2CCCC2)nn1
Compound,1,2,3,4,5,6
Rev-erbA mod,5,2,-1,-3,-14,6
SMARCA2 act,14*,0,0,3,-1,2
GC-B act,5,-5,3,-1,-2,2
rCAG RNA binder,0,0,-3,4,16,-3
PG9 Ab binder,0.0,0.1,-0.7,0.5,/,0.9
NPR1 activator,20,-12,6,4,3,2
HTRA1 inhibitor,15,-1,4,2,/,-5
ARFGAP1 inhibitor,4,7,17,-3,/,2
ASAP1 GAP inh,3,-7,-12,-1,/,2
mABHD4 FP,3,-2,2,-2,-5,0

7: N#C/C(=C\c1ccccc1)C(=O)NCCN1CCOCC1
8: O=S(=O)(NCc1cc(-c2ccccc2Cl)no1)c1ccccc1
9: CC(Sc1nncs1)C(=O)NC1CCCCC1C (configuration not stated)
10: O=C(CSc1ccc(-c2ccco2)nn1)c1cccc([N+](=O)[O-])c1
11: COc1ccc(NC(=O)N2CCCc3cccc(C)c32)cc1
12: CN(C)CCNc1cc(-c2ccncc2)nc2ccccc12
Compound,7,8,9,10,11,12
Rev-erbA mod,6,1,-9,-7,3,-5
SMARCA2 act,0,-1,-2,1,3,-1
GC-B act,2,-1,-2,-6,-8,2
rCAG RNA binder,-2,0,1,35*,-2,2
PG9 Ab binder,-3.0,-0.2,-0.4,-3.5,-2.2,-0.5
NPR1 activator,-5,0,0,-2,-7,6
HTRA1 inhibitor,-1,3,-2,18,-2,-3
ARFGAP1 inhibitor,-3,3,-8,3,-1,-4
ASAP1 GAP inh,-5,-7,-5,8,-4,-4
mABHD4 FP,4,-2,-4,31*,-1,1

13: COc1ccccc1N(CC(=O)NC1CCCCC1)C(=O)CCC(=O)Nc1nccs1
14: CC(C)(C)OC(=O)N1Cc2cc3ccccc3nc2C1
15: Cc1cc(C(=O)OCC(=O)N2CCc3ccccc32)c(C)o1
16: Cc1ccc(C(=O)Nc2ccc(Cl)cn2)cc1S(=O)(=O)N1CCOCC1
17: CCc1ccc(S(=O)(=O)NCc2csc(C)n2)s1
18: O=C(CN1C(=O)NC(c2ccccc2)(c2ccccc2)C1=O)Nc1cccnc1Cl
Compound,13,14,15,16,17,18
Rev-erbA mod,1,-13,4,-4,4,-3
SMARCA2 act,-4,4,1,-4,-2,-3
GC-B act,-2,-3,-8,2,-2,-8
rCAG RNA binder,-4,0,1,3,-3,-2
PG9 Ab binder,0.0,-0.7,0.1,-1.8,0.9,-0.8
NPR1 activator,0,-3,-2,-1,-7,-5
HTRA1 inhibitor,0,1,2,-1,-5,-9
ARFGAP1 inhibitor,-7,-9,-9,-18,0,-3
ASAP1 GAP inh,4,5,14,1,-11,15
mABHD4 FP,1,-6,-3,-9,-10,-1

19: COc1ccc(-c2nnc(SCC(=O)N3CCOCC3)o2)cc1OC
20: CCOC(=O)C/C(C)=N/NC(=O)CNc1cccc(Cl)c1C
21: COc1ccc(OC)c(/C=N/N=C2\SCC(=O)N2Cc2ccco2)c1
22: COC(=O)Cc1c[nH]c2ccc(OCC(O)CNC(C)C)cc12 (configuration not stated)
23: O=c1c2c(c(-c3ccccc3)nn1Cc1ccccc1)CCCC2
24: Cc1ccc(SC(c2ccccc2)C(Cn2cncn2)C(=O)c2ccccc2)cc1 (configuration not stated)
Compound,19,20,21,22,23,24
Rev-erbA mod,-2,-2,1,-8,3,0
SMARCA2 act,2,0,2,1,3,-4
GC-B act,1,-3,4,2,-3,-10
rCAG RNA binder,2,2,-2,-2,-6,0
PG9 Ab binder,0.3,0.1,0.3,-1.4,-1.6,1.0
NPR1 activator,1,3,4,-1,-15,-4
HTRA1 inhibitor,5,-2,-15,0,-15,3
ARFGAP1 inhibitor,-4,-3,-5,-6,4,1
ASAP1 GAP inh,5,9,0,-6,1,0
mABHD4 FP,-1,2,2,2,0,4

25: CCC(=O)c1ccc(N2CCN(S(=O)(=O)c3ccccc3)CC2)c(F)c1
26: O=C(Cc1ccc(F)cc1)N[C@@H]1c2ccccc2CC[C@H]1OCc1ccccc1
27: CN(C)S(=O)(=O)N1CCN(CC(O)COc2ccc3cc(Br)ccc3c2)CC1 (configuration not stated)
28: CCCCOc1ccc(C(=O)Nc2ccc3c(c2)C(=O)NC3=O)cc1
29: CCOC(=O)c1ccc(S(=O)(=O)N2CCN(CC3CC=CCC3)CC2)cc1 (configuration not stated)
30: CC1CCN(CCCNC(=O)CN2C(=O)CSc3ccc(S(=O)(=O)N4CCOCC4)cc32)CC1
Compound,25,26,27,28,29,30
Rev-erbA mod,23*,-4,1,-10,-2,11
SMARCA2 act,-2,0,0,5,-1,3
GC-B act,-6,3,-1,1,2,-2
rCAG RNA binder,-1,-1,-4,4,-1,-1
PG9 Ab binder,-2.6,-0.6,0.9,21*,0.3,-0.8
NPR1 activator,-6,-2,2,2,-2,-1
HTRA1 inhibitor,2,-1,-8,-7,-3,6
ARFGAP1 inhibitor,-16,-11,-5,-2,5,1
ASAP1 GAP inh,4,-6,-5,4,-3,22
mABHD4 FP,0,-3,-5,-11,1,-7

31: O=C(O)CCc1ccc(-c2ccc(Cl)cc2)n1CC(=O)Nc1ccccc1
32: Cc1ccc(N2CC(C(N)=O)CC2=O)cc1 (configuration not stated)
33: Cc1nn(-c2ccccc2)c(C)c1C(=O)Nc1nnc(-c2ccco2)o1
34: CCOC(=O)N1CCN(C(=O)C2CCN(S(=O)(=O)N(CC)CC)CC2)CC1
35: COc1ccc(-c2[nH]ncc2CN2CCN(c3ccc(F)cc3)CC2)cc1
36: O=S(=O)(c1ccc(Br)cc1)c1nc(-c2ccccc2)oc1NCc1cccnc1
Compound,31,32,33,34,35,36
Rev-erbA mod,-7,1,-3,-2,-1,28*
SMARCA2 act,-1,0,0,1,-3,1
GC-B act,0,-3,4,2,2,2
rCAG RNA binder,16,2,4,-6,-3,2
PG9 Ab binder,1.4,-0.2,-0.1,-0.9,-0.1,0.0
NPR1 activator,-6,0,4,1,-7,1
HTRA1 inhibitor,-9,-6,14,0,1,-1
ARFGAP1 inhibitor,14,4,6,0,-5,-7
ASAP1 GAP inh,7,7,9,4,-1,6
mABHD4 FP,4,2,3,1,3,1

Whole records, looked up by structure:
`COc1ccc(NC(=O)N2CCCc3cccc(C)c32)cc1` is entered as Rev-erbA mod: 3; SMARCA2 act: 3; GC-B act: -8; rCAG RNA binder: -2; PG9 Ab binder: -2.2; NPR1 activator: -7; HTRA1 inhibitor: -2; ARFGAP1 inhibitor: -1; ASAP1 GAP inh: -4; mABHD4 FP: -1
`COc1ccccc1N(CC(=O)NC1CCCCC1)C(=O)CCC(=O)Nc1nccs1` is entered as Rev-erbA mod: 1; SMARCA2 act: -4; GC-B act: -2; rCAG RNA binder: -4; PG9 Ab binder: 0.0; NPR1 activator: 0; HTRA1 inhibitor: 0; ARFGAP1 inhibitor: -7; ASAP1 GAP inh: 4; mABHD4 FP: 1

Further structures
37: O=C(NC(=S)Nc1cc([N+](=O)[O-])ccc1O)c1ccc2c(c1)OCO2
38: Cc1cc(C)n(C(CC(=O)N2CCc3ccccc3C2)C(=O)O)n1 (configuration not stated)
39: O=C(CC1CCCCC1)NCc1cn2ccsc2n1
40: CCOC(=O)c1c(NC(=O)c2ccnn2C)sc(C)c1C
41: O=S(=O)(NCc1cn2ccccc2n1)c1cccs1
42: COc1cccc(/C=N/Nc2ncnc3scc(-c4ccccc4)c23)c1O
Compound,37,38,39,40,41,42
Rev-erbA mod,2,5,-3,-5,4,2
SMARCA2 act,7,2,0,0,2,0
GC-B act,-3,7,7,-2,4,-4
rCAG RNA binder,9,4,1,4,1,11
PG9 Ab binder,-5.2,0.7,0.5,0.1,-0.2,-1.0
NPR1 activator,-2,-6,5,-2,2,12
HTRA1 inhibitor,4,-1,5,-7,4,45*
ARFGAP1 inhibitor,-2,2,-2,-13,-10,10
ASAP1 GAP inh,1,18,13,-7,6,3
mABHD4 FP,6,-9,7,3,5,8

Some of these compounds in order of number of heavy atoms, smallest number first.
10: O=C(CSc1ccc(-c2ccco2)nn1)c1cccc([N+](=O)[O-])c1
4: Cc1c(NC(=S)NC(=O)c2sc3ccccc3c2Cl)cccc1C(=O)O
34: CCOC(=O)N1CCN(C(=O)C2CCN(S(=O)(=O)N(CC)CC)CC2)CC1
Compound,10,4,34
Rev-erbA mod,-7,-3,-2
SMARCA2 act,1,3,1
GC-B act,-6,-1,2
rCAG RNA binder,35*,4,-6
PG9 Ab binder,-3.5,0.5,-0.9
NPR1 activator,-2,4,1
HTRA1 inhibitor,18,2,0
ARFGAP1 inhibitor,3,-3,0
ASAP1 GAP inh,8,-1,4
mABHD4 FP,31*,-2,1

(cont.)
43: CC(C)=CCC(C)(C)C1OCCN1C(=O)c1ccccc1 (configuration not stated)
44: Cc1cc(C)c2nc(N3CCC(C(=O)NCCCN4CC(C)CC(C)C4)CC3)sc2c1 (configuration not stated)
45: COC(=O)CNC(=O)c1c(-c2c(Cl)cccc2Cl)noc1C
46: CCn1c(COc2ccccc2)nnc1SCC(=O)NC1CCCCC1
47: C[C@H](N)c1nnc(SCc2ccc(Cl)cc2Cl)o1
48: N#CCC(=O)Nc1ccc(C(=O)OCC(=O)c2c[nH]c3ccccc23)cc1
49: CC(=O)N1C(=O)C2(C(C#N)=C(N)Oc3c2c(C)nn3-c2ccccc2)c2ccccc21 (configuration not stated)
Compound,43,44,45,46,47,48,49
Rev-erbA mod,-3,0,0,-3,-6,-4,1
SMARCA2 act,-1,6,-3,-4,1,7.9*,1
GC-B act,-8,-7,6,3,-2,-3,-1
rCAG RNA binder,-4,-8,-4,-5,-4,19,0
PG9 Ab binder,-2.1,0.7,0.6,-0.9,-0.8,-1.6,0.7
NPR1 activator,-2,2,1,-1,-1,0,-10
HTRA1 inhibitor,3,9,8,2,0,-57,-3
ARFGAP1 inhibitor,-10,13,6,3,2,7,2
ASAP1 GAP inh,7,2,16,4,11,2,11
mABHD4 FP,2,11,1,8,3,-62,-4

Screening results from PubChem.
